AmpC detergent – qHTS Inhibitors of AmpC Beta-Lactamase (assay with detergent). P00811. AmpC hydrolysis of nitrocefin, absorbance 480 nm, 0.01% Triton. Potency, µM (top dose mostly 114 µM), for the others: at the highest dose activity change, negative = inhibition, most hits filed as inhibitors. hit rate 0.041% among 370,000. AID 485294, 2010;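 further: potency means the concentration at half of the fitted maximal effect; 0% = no-compound wells and -100% = no-enzyme wells; nearly all actives have a fitted effect of over 25% in size; some results filed as inactive show a strong effect at the top dose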
Target sequence (P00811 whole entry, looked up): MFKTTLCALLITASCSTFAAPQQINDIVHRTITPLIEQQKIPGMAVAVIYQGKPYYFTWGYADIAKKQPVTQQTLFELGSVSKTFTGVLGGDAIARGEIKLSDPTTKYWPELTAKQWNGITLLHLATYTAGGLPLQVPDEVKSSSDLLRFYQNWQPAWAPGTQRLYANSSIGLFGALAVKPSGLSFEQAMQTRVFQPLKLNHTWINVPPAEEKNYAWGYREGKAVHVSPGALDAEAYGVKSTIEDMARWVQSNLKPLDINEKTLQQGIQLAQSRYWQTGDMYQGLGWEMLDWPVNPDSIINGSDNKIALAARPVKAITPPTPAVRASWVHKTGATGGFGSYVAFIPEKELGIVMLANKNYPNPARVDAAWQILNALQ
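AmpC (5.3 nM in the dispensed reagent) in 20 mM phosphate pH 7.0 with 0.01% (detergent screen) or 0.0001% Triton X-100 was preincubated with compounds for 15 min at room temperature. Nitrocefin was then added from an 800 uM solution, and hydrolysis was followed at 480 nm.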
Giardia FBPA inh – qHTS Assay for Inhibitors of Fructose-1,6-bisphosphate Aldolase from Giardia Lamblia; purified Giardia FBPA; Potency, µM (highest dose often 59.6 µM), without a hit: at the highest dose activity, negative = inhibition, most hits filed as inhibitors; hit rate 0.71% among 290,000; AID 2451, 2010; further: potency means the concentration at half of the fitted maximal effect; nearly all actives have a fitted effect of over 55% in size
Target sequence (A8B2U2 whole entry, looked up): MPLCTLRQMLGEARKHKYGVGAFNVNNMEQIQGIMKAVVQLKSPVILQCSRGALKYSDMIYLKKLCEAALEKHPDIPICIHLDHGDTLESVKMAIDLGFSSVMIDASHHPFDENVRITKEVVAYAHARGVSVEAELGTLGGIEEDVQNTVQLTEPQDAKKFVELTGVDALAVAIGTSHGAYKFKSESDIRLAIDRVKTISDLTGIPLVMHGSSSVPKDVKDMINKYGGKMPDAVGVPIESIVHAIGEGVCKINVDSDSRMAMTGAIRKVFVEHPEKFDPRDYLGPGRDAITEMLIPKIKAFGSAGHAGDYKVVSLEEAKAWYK
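40 nM FBPA preincubated 10 min at RT with compound (up to 57.5 uM final), then substrate plus GAPDH/TPI/NAD/arsenate coupling and diaphorase/resazurin added. Fluorescence read after 20 min at RT, 525/598 nm.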
HCV inhibitor – qHTS Assay for Inhibitors of Hepatitis C Virus (HCV); Huh7.5.1 HCVcc-Cre infection, luciferase reporter, 44 h; Potency, µM (highest dose often 41.8 µM), for the others: top-dose activity change, negative = inhibition, usual class: inhibitors; hit rate 3.4% among 340,000; further: potency means the concentration at half of the fitted maximal effect
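Infectious HCVcc-Cre (~0.5 moi) was added to cells just after compound, with cells seeded 4 h earlier at 1,000 per well. Luciferase activity after 44 h culture reported infection; substrate was incubated 15 min at room temperature before reading.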
Sm TGR inh – qHTS Assay for the Inhibitors of Schistosoma Mansoni Peroxiredoxins. Schistosoma mansoni thioredoxin glutathione reductase (TGR), Q962Y6. purified TGR, DTNB reduction, TNB absorbance 405 nm. Potency, µM (series often up to 114 µM), for the others: top-dose activity change, negative = inhibition, most hits filed as inhibitors. hit rate 3% among 360,000. AID 485364, 2010; further: potency means the concentration at half of the fitted maximal effect; nearly all actives have a fitted effect of over 60% in size
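Kinetic colorimetric format: TGR-catalysed, NADPH-driven DTNB reduction monitored via TNB absorbance. Enzyme dispensed at 20 nM; compound exposure 15 min at room temperature before reaction start.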
AMA1-RON2 inh – qHTS for Inhibitors of AMA1-RON; Towards Development of Antimalarial Drug Lead: Primary Screen | AlphaScreen AMA1-biotinylated RON2 peptide binding | AID 720542, 2013 | Potency, µM (series often up to 58.2 µM), without a hit: top-dose activity change, negative = inhibition, actives largely listed as inhibitors | Plasmodium falciparum AMA1 (3D7) - RON2 peptide interaction | hit rate 0.2% among 360,000;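 further: potency means the concentration at half of the fitted maximal effect; 0% = vehicle wells and -100% = peptide control; nearly all actives have a fitted effect of over 45% in size; some results filed as inactive show a strong effect at the top dose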
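AMA1 (3D7) with his tag at 25 nM final met compounds first, then biotinylated RON2 peptide at 25 nM; detection used donor plus acceptor beads, 10 µg/mL apiece, read by AlphaScreen after 30 min at room temperature.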
HCMV inh – qHTS Assay for inhibitors of the human cytomegalovirus (HCMV) | HFF cells, HCMV-luciferase reporter, 72 h; hits give low values | activity change, negative = inhibition, % at 57.5 µM | hit rate 4.5% among 410,000 | AID 1259415, 2018; in the data active means activity change below about -60%; inconclusive means no clear call, values can overlap the other calls; inactive means above about -39%
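Steps: HFFs plated, 16 h 37C; compounds added; HCMV-luciferase added to MOI 1 PFU/cell; 72 h 37C; OneGlo reagent, 5 min room temperature; luminescence read, normalized to controls.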
An asterisk follows results filed as active; ? = inconclusive; . = not tested or not shown; [ ] = dose if it differs, or a comment. Unless noted, the call rests on the fitted dose curve; in most records, active means well fitted curve in the direction sought with a large enough effect; inconclusive means small, poorly fitted or top-dose-only effect, or another doubt; inactive means no such curve, though single readings can be large; an effect the other way counts as inactive or inconclusive. Unless noted, on the % scale 0 is the no-effect control and ±100 the full control effect.

The opening 7 compounds (preview)
SMILES	AmpC detergent	Giardia FBPA inh	HCV inhibitor	Sm TGR inh	AMA1-RON2 inh	HCMV inh
COc1cc(CCC(=O)OCC(=O)NCCc2ccc(S(N)(=O)=O)cc2)cc(OC)c1OC	.	.	-5%	.	7%	10
C/C=C\C=C/C(=O)Nc1cccc(C2=NOC3(C2)C[C@@H](C(N)=O)N(C(=O)c2ccc(Cl)cc2)C3)c1 (some centres not stated)	-3%	-31%	-23%	3.2µM*	1%	7
Cc1ccc(NC(=O)c2cc(-c3ccc(F)cc3)on2)cc1C	-1%	6%	-4%	1%	-4%	6
COCCn1c(COc2cccc(OC)c2)nnc1SCC(=O)NC1CCCC1	8%	1%	6%	7%	2%	-11
Cc1ccc(CNC(=O)c2ccc(N3CCC4(CC3)CC(c3ccccc3)=NO4)c([N+](=O)[O-])c2)cc1	-5%	-2%	?	0%	-9%	15
CCOC(=O)c1ccc(NC(=O)N(CC)CC)cc1	-7%	2%	-6%	3%	3%	170
CCOc1ccc2nc(NC(=O)c3cnc(C)cn3)sc2c1	3%	0%	5%	3%	100%[activator]	-11

Main list, from the start:
SMILES	AmpC detergent	Giardia FBPA inh	HCV inhibitor	Sm TGR inh	AMA1-RON2 inh	HCMV inh
COc1cc(CCC(=O)OCC(=O)NCCc2ccc(S(N)(=O)=O)cc2)cc(OC)c1OC	.	.	-5%	.	7%	10
C/C=C\C=C/C(=O)Nc1cccc(C2=NOC3(C2)C[C@@H](C(N)=O)N(C(=O)c2ccc(Cl)cc2)C3)c1 (some centres not stated)	-3%	-31%	-23%	3.2µM*	1%	7
Cc1ccc(NC(=O)c2cc(-c3ccc(F)cc3)on2)cc1C	-1%	6%	-4%	1%	-4%	6
COCCn1c(COc2cccc(OC)c2)nnc1SCC(=O)NC1CCCC1	8%	1%	6%	7%	2%	-11
Cc1ccc(CNC(=O)c2ccc(N3CCC4(CC3)CC(c3ccccc3)=NO4)c([N+](=O)[O-])c2)cc1	-5%	-2%	?	0%	-9%	15
CCOC(=O)c1ccc(NC(=O)N(CC)CC)cc1	-7%	2%	-6%	3%	3%	170
CCOc1ccc2nc(NC(=O)c3cnc(C)cn3)sc2c1	3%	0%	5%	3%	100%[activator]	-11
O=C(Nc1ccccc1)Nc1cc([N+](=O)[O-])ccc1F	?	0%	0%	4%	5%	?
O=C(Cc1ccccc1)N1CCN(Cc2cccc(Br)c2)CC1	-7%	?	-22%	-17%	?	-8
CC(C)NC(=O)c1ccc(CNC(=O)OCC(F)(F)F)cc1	-5%	3%	6%	0%	-2%	36
c1cncc(CSc2nnc3ccc(-c4ccncc4)nn23)c1	8%	0%	6%	1%	-9%	6
Cc1ccccc1N1C(=O)c2cccc3cccc(c23)C1=O	7%	2%	-14%	-11%	-3%	-34
COc1ccc2[nH]c(=O)c(CN(C(=O)C3CCCO3)c3ccc(C)cc3)cc2c1 (configuration not stated)	?	-2%	-14%	5%	4%	0
Cc1cccc(NC(=O)CSc2nccn2Cc2ccco2)c1C	10%	-7%	13%	5%	10%	47
CC(=O)c1ccc([N+](=O)[O-])c(CS(=O)(=O)c2ccc(Cl)cc2)c1	0%	5%	17%	3%	2%	-23
Cc1c(C)c2ccc(OCC(=O)N3CCN(C(=O)C4COc5ccccc5O4)CC3)cc2oc1=O (configuration not stated)	0%	.	?	-12%	8%	?
COc1cc(-c2nc3ccccn3c2/N=C/c2cccc(F)c2)ccc1O	-1%	-11%	-1%	-14%	-11%	12
CCCCn1c(SCC(=O)NCCOC)nc2ccc(N3CCOCC3)cc2c1=O	-11%	?	-4%	0%	20%	-31
CN(C)c1nc(NCc2ccccc2)nc(SCC(=O)Nc2ccccc2Cl)n1	-2%	0%	?	-6%	-4%	-39
Cn1c(=O)c2nc(SCC(=O)Nc3ccc(Cl)c(Cl)c3)n(C)c2n(C)c1=O	1%	.	.	2%	.	-12
COc1ccc(C(C(=O)NC(C)(C)C)N(C(=O)CNC(=O)c2cccs2)c2ccc(C(C)C)cc2)cc1OC (configuration not stated)	-13%	-8%	-13%	-21%	-5%	23
Cn1c(=O)[nH]c(=O)c2c1nc(NCCCn1ccnc1)n2Cc1ccccc1	-17%	3%	17%	5%	-7%	8
N#C[C@@H]1[C@@H]2C(=O)N(c3ccc4c(c3)OCCO4)C(=O)[C@@H]2C2c3ccccc3C=CN21 (some centres not stated)	?	?	1%	?	.	.
CCOc1ccc(C2NC(=O)c3ccccc3O2)cc1 (configuration not stated)	?	2%	6%	-26%	3%	57

Two entries drawn at random from the list so far:
SMILES	AmpC detergent	Giardia FBPA inh	HCV inhibitor	Sm TGR inh	AMA1-RON2 inh	HCMV inh
CCOc1ccc(C2NC(=O)c3ccccc3O2)cc1 (configuration not stated)	?	2%	6%	-26%	3%	57
Cc1c(C)c2ccc(OCC(=O)N3CCN(C(=O)C4COc5ccccc5O4)CC3)cc2oc1=O (configuration not stated)	0%	.	?	-12%	8%	?

Later entries:
SMILES	AmpC detergent	Giardia FBPA inh	HCV inhibitor	Sm TGR inh	AMA1-RON2 inh	HCMV inh
CS(=O)(=O)c1ccccc1C(=O)N(CCc1ccccc1)Cc1ccccc1	3%	.	24%	-25%	-6%	18
Cc1ccc(C(=O)Oc2ccc(C(=O)COC(=O)C3CC(=O)N(Cc4ccco4)C3)cc2)cc1 (configuration not stated)	?	4%	8%	?	-14%	.
CCOc1ccc(CCNC(=O)c2nccnc2C(=O)O)cc1OCC	-11%	-11%	10%	0%	-7%	-7
COc1ccccc1C(CNC(=O)C1CC(=O)N(Cc2ccccc2)C1)N1CCCC1 (configuration not stated)	-1%	.	-11%	-35%	0%	-37
Cn1c(SCC(=O)NC(=O)CN2CCCC2=O)nnc1-c1ccc(F)cc1	1%	1%	7%	-12%	-1%	29
COc1ccccc1NC(=S)N(CCN1CCOCC1)Cc1ccccc1F	4%	0%	9%	-5%	-8%	-61*
COc1ccc(C(C)(C)C)cc1NC(=O)COc1ccc(-c2nnco2)cc1	.	.	?	.	3%	-18
O=S(=O)(Nc1ccc(Cl)cn1)c1cnc(Cl)c(Br)c1	?	17%	2%	-2%	-6%	2
Cc1[nH]c2ccccc2c1/C=N/NC(=O)CNC(=O)c1ccc2c(c1)OCO2	-4%	-6%	-9%	-6%	16%	-5
Clc1cccc2sc(N3CCCC3)nc12	-7%	6%	?	-2%	-10%	-12
Cc1ccc(Sc2cnccc2C#N)cc1	0%	-6%	12%	-6%	6%	0
Cc1cc(Oc2ncccc2[N+](=O)[O-])c2cc(Cl)ccc2n1	3%	3%	?	-14%	-9%	-17
CN(C)c1ccc(NC(=O)CN2C(=O)CN=C(c3ccccc3)c3ccccc32)cc1	-11%	-18%	?	-3%	?	-2
O=C(NCCCN1CCN(c2ccccc2F)CC1)c1ccc2nc(CCc3ccccc3)oc2c1	2%	.	.	?	.	-101*
NC(=O)c1ccc(NC(=O)CNCc2ccccc2Cl)cc1	?	0%	20%	3%	-2%	26
C=CCN1CCN(C(=O)c2cc3c(s2)CCCC3)CC1	-11%	.	0%	-30%	-2%	20
CCOC(=O)c1c(NC(=O)CSc2nc(-c3ccc(OC)cc3)cc(C(F)(F)F)n2)sc(C)c1C	21%	.	.	5%	.	-15
CC1(C)CC(=O)C(C(N)=NC(=O)c2ccc([N+](=O)[O-])cc2)=C(O)C1	1%	7%	-6%	-2%	17%	-8
CN(C)S(=O)(=O)c1ccc(Cl)c(C(=O)Nc2ccccc2[N+](=O)[O-])c1	-12%	1%	-6%	7%	-17%	-16
Cn1c(-c2cccc(Br)c2)cnc1NCc1cccnc1	1%	-1%	-24%	-9%	-19%	-26
COCCNC(=S)NCc1cccs1	5%	0%	2%	-23%	5%	18
N#Cc1nc(-c2ccc(F)cc2)oc1NCc1ccccc1	-2%	0%	-18%	6%	-6%	102
COCCn1c(SCC(=O)N2CCCc3ccccc32)nc2ccccc2c1=O	-3%	-1%	-17%	-1%	-11%	-29
C[C@H](C(=O)C=[N+]=[N-])N1C(=O)c2ccccc2C1=O	-10%	4%	.	6%	.	.
O=C(Nc1cccc(F)c1)C1CCCN(c2cnccn2)C1 (configuration not stated)	-13%	-9%	13%	19%	-4%	?
O=C(CSc1cccc[n+]1[O-])Nc1cc2c(cc1Cl)C(=O)c1ccccc1C2=O	-11%	-3%	-11%	-5%	-18%	241
NC(=O)C1CC(=O)N(c2ccc(OCC(=O)Nc3ccccc3F)cc2)C1 (configuration not stated)	-2%	.	5%	-1%	-8%	12
O=C(N/N=C/c1cc2ccccc2nc1Cl)[C@H]1C[C@@H]1c1ccccc1	-13%	5%	?	-10%	-7%[2.32 µM]	-39
COc1ccc(NC(=O)CSc2c3c(nc4ccccc24)CCCC3)c(OC)c1	-7%	0%	-20%	3%	-23%	24
O=C(C[n+]1ccc(/C=N/O)cc1)NC1CCCCC1	5%	7%	7%	0%	-7%	?
COc1ccccc1NS(=O)(=O)c1cccc(C(=O)NNC(=O)c2ccc(Cl)nc2)c1	.	.	-28%	.	31%[activator]	?
O=C(c1nc2nc(-c3ccc(Cl)cc3)cc(C(F)(F)F)n2n1)N1CCOCC1	-13%	2%	?	1%	10%	-38
O=C(NCC(c1ccc2c(c1)OCO2)N1CCOCC1)C(=O)Nc1ccc(Cl)cc1 (configuration not stated)	1%	.	.	11%	.	?
Cc1ccc(C2CC(=O)C(C=NCCN3CCN(C(=O)Cc4ccccc4)CC3)=C(O)C2)cc1 (configuration not stated)	-1%	2%	20%	22µM*	29%	10
Cc1ccc(S(=O)(=O)NC2CCSC2=O)cc1C (configuration not stated)	6%	.	17%	-4%	-1%	-28
COc1cccc(NC(=O)CSc2nnc3ccc(-c4ccccn4)nn23)c1	?	.	11%	-1%	8%	-9
COc1ccc2c(c1OC)OCC2C (configuration not stated)	.	.	-25%	.	-1%	17
COc1ccccc1C(=O)Oc1c(Sc2ccccc2)c(C)nn1-c1ccccc1	11%	.	.	6%	.	?
CC1=Nn2c(nnc2C2CCCCC2)SC1	0%	14%	10%	12%	-4%	-15
COc1cccc(NC(=O)c2ccc3c(SCC(=O)O)c4c(nc3c2)CCCC4)c1	-1%	14%	14%	0%	6%	13
CCCC(=O)Nc1nc2ccc(NC(=O)c3ccccc3F)cc2s1	7%	-1%	-22%	0%	3%	2
COc1ccc(NC(=O)c2cc3c(s2)CCC(C)C3)cc1S(=O)(=O)N1CCOCC1 (configuration not stated)	5%	-1%	?	1%	-7%	-100*
COc1cccc(CNC(=O)CCC2CCCN(C(=O)c3cscn3)C2)c1 (configuration not stated)	-3%	7%	12%	-1%[57.1 µM]	5%	14
CCOC(=O)c1cnc2c(c(C)nn2CC)c1NCCN1CCOCC1	-7%	-9%	?	11%	36%[activator]	-3
Nc1[nH]c(N=NC(=O)c2ccccc2)c2ccccc12	-4%	-10%	35%[activator]	-1%	15%	119
C=C(C)C1Cc2c(C)nn(-c3nc(C)cc(C)n3)c2C1 (configuration not stated)	-11%	-4%	?	?	0%	5
COc1cc2c(cc1OC)C(CC#N)=NC(C)(C)C2	-4%	-30%	?	0%	-6%	.
CC(=O)Nc1ccc(Nc2nc(-c3sc(C)nc3C)cs2)cc1	-5%	11%	?	7%	0%	-29

High-throughput results as filed in PubChem.
